PGC1a acetyl inh: modulators of PGC1a acetylation. U2OS PGC1a acetylation, AlphaScreen anti-acetyl-lysine; with virally co-expressed GCN5 acetyltransferase. inhibition, % at 15.6 µM. hit rate 0.17% among 350,000. AID 651687;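 active = every replicate shows inhibition of at least 40%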;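 also: 0% = neutral control wells and 100% = positive control wells; some results beyond the cut were filed as inactive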
LGR2 antag: blocks bursicon-induced cAMP signaling via Drosophila LGR2. HEK293 LGR2, CRE-luciferase, bursicon-stimulated, 4 h. inhibition, % at 9.99 µM. hit rate 0.35% among 380,000;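 active = drop in luminescence signal, shown as inhibition above about 50% in the replicate tests, limit read from the data, passing the limit was not always enough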;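 also: agonist challenge used bursicon conditioned medium at about half maximal strength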
ERAP1 inh: ERAP1 (human) enzyme inhibition | Q9NZ08 | recombinant ERAP1, Leu-AMC fluorescence, 60 min | inhibition, % at 10.7 µM | hit rate 0.15% among 340,000 | AID 652197;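 active = mean replicate inhibition of at least 30%, or all replicates individually reaching that 30% level; inactive = mean below 30% and not every replicate reaching it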;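 also: 0% = neutral control wells and 100% = L-leucinethiol positive control wells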
Target sequence (Q9NZ08 whole entry, looked up): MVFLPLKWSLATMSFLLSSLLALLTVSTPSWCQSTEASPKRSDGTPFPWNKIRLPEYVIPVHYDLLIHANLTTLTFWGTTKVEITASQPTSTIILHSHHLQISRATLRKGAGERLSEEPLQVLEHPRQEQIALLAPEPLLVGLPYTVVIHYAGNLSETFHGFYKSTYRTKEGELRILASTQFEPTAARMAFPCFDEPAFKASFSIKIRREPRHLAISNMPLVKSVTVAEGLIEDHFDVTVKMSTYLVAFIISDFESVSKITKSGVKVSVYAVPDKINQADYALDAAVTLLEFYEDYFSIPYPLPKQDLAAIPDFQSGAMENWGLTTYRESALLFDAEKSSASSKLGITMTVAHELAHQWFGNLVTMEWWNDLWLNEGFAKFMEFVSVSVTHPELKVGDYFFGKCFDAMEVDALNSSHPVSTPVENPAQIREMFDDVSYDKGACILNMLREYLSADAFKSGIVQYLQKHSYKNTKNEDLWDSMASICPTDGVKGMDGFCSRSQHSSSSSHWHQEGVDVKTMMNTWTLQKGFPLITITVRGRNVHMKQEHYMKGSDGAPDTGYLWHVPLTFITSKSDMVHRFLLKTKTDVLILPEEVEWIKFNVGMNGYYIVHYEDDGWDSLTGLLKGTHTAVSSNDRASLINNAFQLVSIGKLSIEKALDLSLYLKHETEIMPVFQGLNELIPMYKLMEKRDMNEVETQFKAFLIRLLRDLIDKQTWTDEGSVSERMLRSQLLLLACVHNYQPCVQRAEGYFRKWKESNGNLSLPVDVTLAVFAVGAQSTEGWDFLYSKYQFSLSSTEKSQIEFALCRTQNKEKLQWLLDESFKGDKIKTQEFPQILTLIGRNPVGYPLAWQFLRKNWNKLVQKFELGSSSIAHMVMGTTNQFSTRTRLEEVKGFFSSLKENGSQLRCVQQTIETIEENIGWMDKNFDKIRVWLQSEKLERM
PAX8 reporter: PAX8 transcriptional activity inhibition | RMG-I TPO-luciferase reporter, SteadyGlo, 24 h | inhibition, % at 12.6 µM | hit rate 1.2% among 360,000 | AID 652154;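 active = mean replicate inhibition at least 60% with every replicate also reaching 60%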;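 also: luciferase light reporting Pax8 driven TPO promoter activity; plate controls were median of neutral control wells for no effect and mitoxantrone controls for full effect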
FN deposit inh: fibronectin deposition inhibition. AH1F fibroblasts, Alexa488-fibronectin deposition fluorescence, overnight. inhibition, % at 12.6 µM. hit rate 0.086% among 350,000;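 active = mean inhibition across replicates of 30% or more, regardless of how many single replicates reach that level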;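 also: positive control wells lacked labelled fibronectin entirely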
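test system = AH1F fibroblasts assembling fluorescent fibronectin matrix | quantity = 10000 AH1F cells per well | buffer or medium = DMEM plus 2% serum, read in PBS | doses = single dose, pinned | incubation = 1 h cell attachment, overnight exposure to compound and label | detection = fluorescence at 485 nm excitation, 525 nm emission | read-out basis = inhibition from reduced deposited-fibronectin fluorescence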
PglD DTNB: inhibitors of Campylobacter jejuni PglD acetyltransferase | inhibition, % at 12.5 µM | hit rate 0.098% among 360,000 | AID 602405 | purified PglD enzyme, DTNB colorimetric CoA detection; in the data active = inhibition above about 16%, passing the limit was not always enough; also: strong numbers were not always called active
S100A4 MyoIIA: S100A4-myosin IIA interaction inhibition | hit rate 0.14% among 360,000 | inhibition, % at 10.7 µM | S100A4/TAMRA-MyoIIA peptide fluorescence polarization | P26447;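 active = mean inhibition of at least 70% across replicates, with every replicate also reaching that level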
Target sequence (P26447 whole entry, looked up): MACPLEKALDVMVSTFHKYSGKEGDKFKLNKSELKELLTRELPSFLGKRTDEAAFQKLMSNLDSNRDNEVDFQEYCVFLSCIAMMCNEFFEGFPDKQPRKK
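assay system = human S100A4 monomer with TAMRA-labelled myosin IIA peptide | also added = labelled myosin peptide probe, 5 nM | incubation = 5 min between mix addition and reading | control set = DMSO and TFP controls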
EWS-Fli inh: blocks EWS/Fli oncoprotein-driven transcription; A673 NR0B1-luciferase reporter, viability-normalised; inhibition, % at 12.6 µM; hit rate 0.67% among 350,000; AID 651661;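 active = mean inhibition of at least 50% after viability correction, with every replicate also passing that limit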;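 also: firefly luciferase signal divided by Alamar Blue viability fluorescence both relative to DMSO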
* = called active by the depositor; . = no result given.

SMILES | PGC1a acetyl inh | LGR2 antag | ERAP1 inh | PAX8 reporter | FN deposit inh | PglD DTNB | S100A4 MyoIIA | EWS-Fli inh
COCC#Cc1cnc2c(c1)C(=O)N([C@@H](C)CO)C[C@@H](C)[C@H](CN(C)C(=O)c1ccc(F)cc1)O2 | -3 | 15 | 0 | . | -5 | -4 | 0 | -4
Cc1ccccc1-c1ccc([C@@H]2[C@@H](CO)N3C(=O)CN(C(=O)Nc4ccc(F)cc4)C[C@H]23)cc1 | 2 | 8 | 1 | 15 | . | . | -5 | 2
CCCc1cc(=O)[nH]c(SCC(=O)N(CC)c2c(N)n(Cc3ccccc3)c(=O)[nH]c2=O)n1 | 2 | -22 | 0 | 5 | -1 | 5 | -1 | -1
O=C(COc1ccc(Cl)cc1Cl)Nn1c(=S)[nH]c2ncccc2c1=O | -10 | 18 | -1 | -10 | 0 | 5 | 0 | 10
CC(C)NC(=O)N(C)C[C@@H]1Oc2ccc(NC(=O)CCN3CCOCC3)cc2CC(=O)N([C@H](C)CO)C[C@@H]1C | -3 | -4 | 1 | -2 | 1 | 1 | 26 | 5
O=C(COC(=O)Cc1ccsc1)Nc1ccc(S(=O)(=O)N2CCOCC2)cc1 | . | 5 | -6 | -1 | 4 | . | 1 | -2
Cc1ccc(S(=O)(=O)Nc2ccc3c(c2)C(=O)N([C@@H](C)CO)C[C@H](C)[C@H](CN(C)C(=O)NC2CCCCC2)OCCCC[C@@H](C)O3)cc1 | -2 | -2 | 0 | 2 | . | -1 | 2 | -6
O=C1OC(=O)C2C1[C@@H]1CC[C@H]2O1 (stereo not given in full) | -12 | -3 | 0 | -4 | 5 | -2 | 0 | -15
Cc1ccc(S(=O)(=O)N(C)CC(=O)NNC(=O)CCNS(=O)(=O)c2cccc(C)c2)cc1 | 10 | 1 | 0 | -8 | 2 | 1 | -6 | 1
CSC(=NC#N)N1CCN(c2ccccn2)CC1 | -7 | 6 | 1 | 11 | 6 | . | -3 | -9
CC1CCCCC1NS(=O)(=O)c1ccc2c(c1)CC(=O)N2C (stereo not given) | -1 | -17 | 3 | -4 | -17 | -4 | 5 | 4
S=c1[nH]nc(-c2ccccc2)n1/N=C/c1cccc(Br)c1 | -2 | 0 | 2 | -17 | 2 | 6 | -2 | 5
Nc1nc(CSC(=S)N2CCCCC2)nc(Nc2ccccc2)n1 | . | -75 | 0 | -83 | -3 | . | 0 | -25
C/C(=N/NC(=O)CCCOc1ccc(Cl)cc1Cl)c1ccc(C)o1 | . | -2 | . | 2 | -6 | 6 | . | .
CCOC(=O)[C@]12CCC=C1N(Cc1cccc3ccccc13)C(=O)[C@H](CC(=O)NCc1ccc(OC)c(OC)c1)C2 | . | 34 | . | 43 | . | . | -5 | 20
O=c1c2ccccc2nnn1COc1cccc2ccccc12 | 5 | -67 | 2 | -71 | 11 | . | 0 | -108
CC(C(=O)Nc1cccc([N+](=O)[O-])c1)N(c1ccccc1)S(C)(=O)=O (stereo not given) | 10 | 17 | 1 | 1 | -6 | . | -5 | -4
Cc1noc(C)c1COc1ccc(C(=O)NCc2ccccn2)cc1 | 2 | . | . | 2 | 4 | -7 | . | .
Cc1ccsc1/C=C1/CN(C)Cc2c1nc1ccccc1c2C(=O)O | 8 | 17 | 7 | -5 | -5 | -5 | -2 | 11
C[C@@H]1CN([C@@H](C)CO)C(=O)Cc2cc(NC(=O)Nc3cccc4ccccc34)ccc2O[C@H]1CN(C)Cc1ccccc1 | . | -15 | 0 | 26 | . | -3 | -9 | 9

4 entries drawn at random from the list so far:
SMILES | PGC1a acetyl inh | LGR2 antag | ERAP1 inh | PAX8 reporter | FN deposit inh | PglD DTNB | S100A4 MyoIIA | EWS-Fli inh
C[C@@H]1CN([C@@H](C)CO)C(=O)Cc2cc(NC(=O)Nc3cccc4ccccc34)ccc2O[C@H]1CN(C)Cc1ccccc1 | . | -15 | 0 | 26 | . | -3 | -9 | 9
Cc1ccc(S(=O)(=O)N(C)CC(=O)NNC(=O)CCNS(=O)(=O)c2cccc(C)c2)cc1 | 10 | 1 | 0 | -8 | 2 | 1 | -6 | 1
O=C(COc1ccc(Cl)cc1Cl)Nn1c(=S)[nH]c2ncccc2c1=O | -10 | 18 | -1 | -10 | 0 | 5 | 0 | 10
CCCc1cc(=O)[nH]c(SCC(=O)N(CC)c2c(N)n(Cc3ccccc3)c(=O)[nH]c2=O)n1 | 2 | -22 | 0 | 5 | -1 | 5 | -1 | -1

(cont.)
SMILES | PGC1a acetyl inh | LGR2 antag | ERAP1 inh | PAX8 reporter | FN deposit inh | PglD DTNB | S100A4 MyoIIA | EWS-Fli inh
Cc1ccccc1-c1ccc2c(c1)O[C@H](CN(C)C(=O)C1CC1)[C@H](C)CN([C@@H](C)CO)S2(=O)=O | -3 | -12 | 3 | . | 4 | 8 | 11 | 7
CC(=O)c1cc2c(cc1N/C(=N/S(=O)(=O)c1ccc(C)cc1)c1ccccc1)OCO2 | -2 | 7 | . | 37 | -3 | 0 | . | .
CO[C@@H]1CN(C)C(=O)c2cc(NC(=O)c3ccccc3)ccc2OC[C@@H](C)N(C)C[C@@H]1C | 5 | -10 | 2 | . | 4 | 1 | 0 | -2
COc1ccc(NC2=C(Cl)C(=O)N(CCc3ccccc3)C2=O)cc1 | -7 | -90 | 4 | -3 | 4 | . | -1 | -42
CCN(CC)CCN(Cc1cc2cc3c(cc2[nH]c1=O)OCO3)C(=S)NC | . | 4 | 4 | 4 | 1 | -2 | 8 | -6
CCC(C)Nc1nc(N)c([N+](=O)[O-])c(Nc2cc(OC)ccc2OC)n1 (stereo not given) | 10 | -2 | 5 | 24 | 4 | 4 | -6 | 1
CC(=O)Nc1ccc(/C=C2\Sc3ccccc3C2=O)cc1 | 6 | . | -4 | -28 | -2 | . | 23 | 2
CC1(C(=O)OCC(=O)c2c[nH]c3ccccc23)CC1(Cl)Cl (stereo not given) | -11 | -71 | . | . | -4 | -3 | . | .
CCCNC(=O)N(C)C[C@@H]1Oc2cc(Br)ccc2S(=O)(=O)N([C@H](C)CO)C[C@@H]1C | -31 | 9 | -2 | . | 2 | 1 | 1 | -3
Nc1nnc(CCN2C(=O)CSC2=O)s1 | -4 | . | . | -18 | 3 | 2 | . | .
Cc1ccc2oc(=O)c3cnn(CC(=O)NC4CCC(C)CC4)c3c2c1 (stereo not given) | 8 | -14 | 2 | -5 | -1 | -1 | -3 | 2
Cc1nc(NC(=O)CC(C)C)sc1-c1csc(Nc2ccc(Cl)cc2Cl)n1 | -12 | -7 | 0 | 19 | -12 | -1 | -25 | -5
CN(C)CC(=O)Nc1ccc2c(c1)[C@H]1C[C@H](CC(=O)N(C)C)O[C@H](CO)[C@H]1O2 | 1 | -19 | -2 | . | 0 | 1 | -5 | -7
O=C(Nc1cccc(-c2nc3ccccc3s2)c1)c1cc(=O)c2ccccc2o1 | . | 9 | 0 | -15 | -1 | . | -3 | -18
CC1=C(C(=O)OCCOC(C)C)C(c2cc3c(cc2Br)OCO3)CC(=O)N1 (stereo not given) | -21 | . | . | 1 | 4 | -6 | . | .
COc1cccc(NC(=O)CN(C)C(C)C(=O)N2CCCC2)c1 (stereo not given) | 13 | -26 | -3 | -3 | -7 | -4 | 0 | -3
COc1ccc(Cl)cc1N(C(=O)Nc1cccc(Cl)c1)C1=NCC(C)S1 (stereo not given) | 17 | -2 | . | 2 | . | -8 | . | .
COc1ccc(-n2nc(C(=O)NCC(=O)NCCCN3CCOCC3)c3ccccc3c2=O)cc1 | 0 | -7 | -4 | 6 | 1 | 4 | 2 | -10
COc1cccc(CSc2nnnn2-c2ccc(O)cc2)c1 | 1 | 3 | 9 | 6 | 6 | . | 0 | 17
CCCc1cc(=O)[nH]c(SC/C=C/c2ccccc2)n1 | -3 | . | . | 5 | -2 | -2 | 1 | 12
COCC#Cc1ccc([C@H]2[C@H]3CN(C(=O)Nc4ccccc4F)CC(=O)N3[C@H]2CO)cc1 | -5 | -8 | 0 | . | -11 | . | -14 | -1
COc1ccc(CNC(=O)C[C@H]2CC[C@@H](NC(=O)c3cccc(F)c3)[C@H](CO)O2)cc1 | 3 | -5 | -3 | 3 | 2 | 4 | 2 | -1
CCOc1ccc(-c2n[nH]c(=S)o2)cc1 | . | -7 | 0 | -33 | 4 | . | -4 | -3
CCOC(=O)Cc1nnc(NC(=O)CSc2ccc(Cl)cc2)s1 | -8 | . | . | -15 | -4 | -7 | . | .
CCCN1[C@H](C(=O)N2CCCCC2)[C@@H](CO)[C@@H]2Cn3c(ccc(-c4ccccc4)c3=O)[C@@H]21 | . | -5 | -1 | 6 | . | 0 | 6 | 12
COc1cccc(C(=O)Cn2c(=O)n(CCC(=O)NCC3CCCO3)c(=O)c3cc(OC)c(OC)cc32)c1 (stereo not given) | 4 | 10 | . | 15 | 4 | . | 13 | -1
Cc1cccc(/N=C/c2nc(-c3ccccc3Br)oc2O)n1 | 12 | -23 | -1 | -85 | -14 | -3 | -2 | -20
Cn1nnnc1SCC(=O)NC(=O)NCc1ccccc1 | 40 | 16 | 0 | . | . | -1 | -4 | .
N#Cc1cc(C(=O)c2cc(F)ccc2O)cn(Cc2ccccc2)c1=O | 5 | 0 | 1 | 14 | -8 | . | -2 | -3
Oc1cc(NCc2ccc(F)cc2)cc2cccnc12 | 14 | -4 | -5 | 73* | 15 | 1 | 1 | -5
CCN(Cc1nc(-c2cccc(C)c2)no1)C(=O)c1ccco1 | -6 | -19 | -3 | -23 | 2 | 1 | 2 | -11
CCC1(C)Cc2c(sc3nnn(CC(=O)Nc4ccc(Cl)cc4)c(=O)c23)CO1 (stereo not given) | -2 | 10 | . | . | -6 | -1 | . | .
O=C(NC1CCCCC1)c1cc(Cl)nc2ccccc12 | -1 | -3 | . | 8 | -2 | -2 | . | .
CCn1c(COc2ccccc2)nnc1SCC(=O)Nc1ccc(N2CCOCC2)cc1 | -10 | -2 | 2 | -12 | 14 | 5 | -1 | -1
Cc1ccc(S(=O)(=O)Nc2cccc3c2O[C@H](CN(C)Cc2ccccc2)[C@@H](C)CN([C@@H](C)CO)C3=O)cc1 | -26 | -6 | 0 | -11 | . | 2 | 4 | 4
CCOC(=O)N1CCN(C(=O)c2cnsn2)CC1 | 4 | . | . | 11 | 8 | 3 | . | .
C[C@H]1CN([C@@H](C)CO)C(=O)Cc2cc(NC(=O)Cn3cnnn3)ccc2O[C@H]1CN(C)CC1CCCCC1 | 33 | -10 | -3 | -18 | -10 | 3 | -7 | 3
c1cncc(-c2cn(C[C@H]3CC[C@H](Cn4cc(-c5cccnc5)nn4)O3)nn2)c1 | . | -14 | 0 | 6 | . | 3 | -8 | -5
C[C@H]1[C@H]2c3nc4ccccc4n3C[C@H]1ON2C1CCCCC1 | 2 | 5 | 2 | -5 | -3 | -2 | -2 | -2
CN(C)c1ncnc2c1ncn2C1CCCCO1 (stereo not given) | 5 | -1 | -1 | -8 | -21 | 2 | 3 | 8
Cc1noc(C)c1NC(=O)N(C)C[C@@H]1OCCCC[C@H](C)Oc2ccc(NC(=O)C3CCCCC3)cc2C(=O)N([C@H](C)CO)C[C@H]1C | 11 | -3 | 2 | 5 | . | 0 | -3 | -12
COC(C[C@@H](O)C[C@H](O)COCc1ccccc1)OC | . | . | 1 | -5 | -7 | 2 | 9 | -9
Cc1ccc(OCc2nnc(NC(=O)OCC(C)C)s2)cc1 | . | -7 | 3 | . | . | 3 | 2 | .
C=CC(C)(C)O[C@@H]1O[C@H](CO)[C@@H](O)[C@H](O)[C@H]1O | -1 | 7 | -1 | -1 | -5 | -2 | -20 | -1
CC(C)[C@H](NC(=O)c1ccc(Cl)cc1Cl)C(=O)NNC(=O)c1ccco1 | -3 | 3 | 0 | . | -4 | 0 | 1 | 7

Screening results (PubChem BioAssay)
